Compound activity deposited in PubChem by several laboratories.
eLon inh = inhibitors of E. coli Lon protease, primary screen, biochemical, fluorescence polarization. purified E. coli Lon protease. AID 602123, 2011. P0A9M0. hit rate 0.42% among 360,000. inhibition, % at 7.94 µM; in the data active = inhibition above about 13%, passing the limit was not always enough;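 note: 0% = enzyme with probe and DMSO and 100% = no enzyme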
MT1-MMP act inh = blockers of MT1-MMP proenzyme processing, primary screen, HT1080 RFP-PRO-GFP cells, GFP/RFP fluorescence; Matrix metalloproteinase-14 (Homo sapiens), P50281; GFP/RFP ratio fluorescence, overnight; percent of plate control window, DMSO zero; GFP/RFP ratio change, % at 20 µM; hit rate 0.061% among 360,000; AID 651647, 2012;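 active = GFP/RFP ratio change of at least 30% with cell ATP level not reduced by more than half and red fluorescence within 50% of control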; note: strong numbers were not always called active
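Assay system: HT1080 RFP-PRO-GFP cells. Benchmarks: DMSO vehicle wells and RFP-L50D-GFP reporter cell wells. Times: overnight cell settling, then overnight compound exposure, 37 °C, 5% CO2. Compound: 20 µM single dose, 1% DMSO. Read-out basis: GFP/RFP fluorescence ratio.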
bovine MsrA act = bovine MsrA enzyme activators, primary screen, biochemical, absorbance, HTS; purified bovine MsrA, absorbance read-out; hit rate 0.3% among 360,000; activation, % at 10.6 µM; Methionine sulfoxide reductase A (Bos taurus); in the data active = activation above about 7.5%;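 note: 0% = vehicle and 100% = reference activator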
MsrA inhibitor = bovine MsrA enzyme inhibitors, primary screen, biochemical, absorbance, HTS; purified bovine MsrA, absorbance read-out; AID 651718, 2012; hit rate 0.75% among 360,000; Methionine sulfoxide reductase A (Bos taurus); inhibition, % at 15.5 µM; in the data active = inhibition above about 4.5%;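 note: 0% = vehicle wells with enzyme and 100% = reference inhibitor wells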
CendR NRP1 mod = modulators of CendR peptide binding to NRP-1, primary screen, biochemical, fluorescence polarization, uHTS. Neuropilin-1 (Homo sapiens), O14786. FAM-RPARPAR peptide binding to NRP-1. inhibition, % at 25 µM. hit rate 0.85% among 360,000. AID 602438, 2012;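 active = inhibition or corrected inhibition above about 18%, plus a signal ratio from 0.5 to 1.5, limit read from the data, passing the limit was not always enough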; note: strong numbers were not always called active
PABP1 MLLE inh = inhibitors of PABP1 MLLE–PAM2 peptide binding, primary screen, biochemical, fluorescence polarization, FITC-PAM2, GST-MLLE; Polyadenylate-binding protein 1 (Homo sapiens), P11940; inhibition, % at 20 µM; hit rate 0.36% among 360,000; in the data active = inhibition above about 35%, passing the limit was not always enough;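 note: plate controls were DMSO wells with GST-MLLE for no effect and wells lacking GST-MLLE protein for full effect; some results filed as inactive read as strong as hits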
Target sequence (P11940 whole entry, looked up): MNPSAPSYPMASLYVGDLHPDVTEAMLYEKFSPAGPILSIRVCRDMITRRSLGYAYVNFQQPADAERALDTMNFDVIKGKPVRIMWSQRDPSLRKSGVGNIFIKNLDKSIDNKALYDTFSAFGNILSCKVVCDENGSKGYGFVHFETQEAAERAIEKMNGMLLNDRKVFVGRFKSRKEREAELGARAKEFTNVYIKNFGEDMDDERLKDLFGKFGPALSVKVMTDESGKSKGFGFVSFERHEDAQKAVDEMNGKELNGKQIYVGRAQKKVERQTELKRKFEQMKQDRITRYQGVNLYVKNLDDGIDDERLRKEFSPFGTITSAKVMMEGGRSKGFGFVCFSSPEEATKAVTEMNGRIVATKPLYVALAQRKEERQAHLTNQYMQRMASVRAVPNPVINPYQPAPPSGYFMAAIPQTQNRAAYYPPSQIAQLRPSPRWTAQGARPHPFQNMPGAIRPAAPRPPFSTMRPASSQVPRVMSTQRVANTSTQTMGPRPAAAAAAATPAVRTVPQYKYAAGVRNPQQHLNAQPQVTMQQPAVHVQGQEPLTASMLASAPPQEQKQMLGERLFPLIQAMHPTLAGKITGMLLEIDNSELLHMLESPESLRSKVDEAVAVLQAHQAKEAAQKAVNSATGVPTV
FAS TE block = FAS thioesterase domain inhibitors, primary screen, biochemical, fluorescence intensity, uHTS; hit rate 0.67% among 360,000; Fatty acid synthase (Homo sapiens), P49327; inhibition, % at 15 µM; recombinant FAS-TE, OMFH fluorogenic substrate, fluorescence endpoint; AID 602261, 2012;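 active = compounds whose normalised, plate-corrected inhibition of enzyme fluorescence in the single-dose primary screen is 50% or more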;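 note: 0% = DMSO with enzyme and 100% = substrate without enzyme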
SKN-1 inh = suppressors of acrylamide-induced Pgst-4::GFP reporter in worms, primary screen, SKN-1 inhibitor project, whole organism, uHTS, GFP/RFP fluorescence ratio, strain VP596 | C. elegans VP596 Pgst-4::GFP/RFP ratio, 24 h | hit rate 0.49% among 360,000 | AID 624304, 2012 | inhibition, % at 21.8 µM;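 active = interference check ratio from 0.5 to 1.5 plus GFP to RFP signal ratio inhibition reaching or exceeding a fixed threshold, cut at about 30% in these data, passing the limit was not always enough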; note: some compounds called inactive have numbers as strong as hits
Tb MetRS inh = T. brucei MetRS inhibitors, primary screen, biochemical, luminescence | purified T. brucei MetRS, ATP depletion, Kinase-Glo luminescence | inhibition, % at 11.9 µM | hit rate 0.4% among 360,000;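 active = inhibition above a per-plate cutoff of the control wells' mean inhibition plus 3 SD, cut at about 5.5% in these data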;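 note: 0% = DMSO wells median and 100% = median of wells with control inhibitor compound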
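assay system = parasite MetRS enzyme | timing = 15 min preincubation, 2 h reaction, all 25 °C | evaluation = percent inhibition relative to median high and low control wells | medium = HEPES buffer containing pyrophosphatase, BSA, spermine, DTT | compound = single dose, 11.9 µM final nominal, 0.9% final DMSO | detection = Kinase-Glo luminescence, ATP depletion format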
An asterisk follows results filed as active; x = no result given. An unsorted share of the library; overall some 4% were active at least once.

SMILES | eLon inh | MT1-MMP act inh | bovine MsrA act | MsrA inhibitor | CendR NRP1 mod | PABP1 MLLE inh | FAS TE block | SKN-1 inh | Tb MetRS inh
Cn1c(CNC(=O)c2ccc(Cl)cc2)nnc1SCC(=O)NC1CCCC1 | 11 | 0 | -2 | -0.9 | 7 | 13 | -3 | -12 | 1.4
CCCCC(=O)N(C)c1c(C)nc2ccc(C(=O)Nc3cccc(OC)c3)cn12 | -5 | -4 | -3 | 0.0 | -9 | 11 | -4 | 14 | -0.2
O=CNCc1nc2ccccc2n1CCc1ccccc1 | -6 | 3 | -4 | -0.4 | 2 | -3 | -3 | 3 | -0.7
COc1ccc(NC(=O)c2ccc(CNS(=O)(=O)c3cccc(OC)c3)cc2)cc1 | -1 | 3 | -5 | -0.2 | 18 | -28 | -4 | 7 | 0.7
C[C@@H]1ON(C)[C@H]2C[C@H]3c4[nH]c5ccccc5c4CCN3C[C@@H]12 | -3 | x | -9 | 1.1 | -8 | 4 | -11 | -10 | -1.9
COc1ccc(NC(=O)C2Cc3c(-c4cccc(NC(C)=O)c4)ccnc3O2)cc1OC (centres undefined) | 0 | -5 | 1 | -0.4 | -17 | -12 | -8 | 7 | -0.2
O=C(COC(=O)c1ccc(S(=O)(=O)NCc2ccco2)cc1)NCCC1=CCCCC1 | -1 | 0 | 1 | 0.0 | 5 | 15 | 0 | 7 | 0.1
CCCN1C(=O)C2(C(C(=O)c3ccc(C)o3)=C(O)C(=O)N2CCCN2CCOCC2)c2ccccc21 (centres undefined) | -3 | 3 | -9 | x | 6 | 1 | -10 | 1 | -1.3
CC1=C(C(=O)NC(C)C)C2(CCC(C)CC2)OC1=O (centres undefined) | -5 | 3 | 0 | 0.3 | 1 | -10 | -3 | 4 | -0.4
Cn1cccc1/C=N/NC(=O)c1ccncc1 | -9 | 1 | -3 | 2.9 | 6 | 1 | -4 | 1 | -0.2
CCNC(=O)COC(=O)Cc1ccc(Cl)cc1Cl | -2 | 4 | -2 | 1.9 | -6 | -9 | -3 | 9 | 0.8
COc1cc(O)c(C(CC(=O)N2CCCC2)c2ccc3c(c2)OCO3)c(OC)c1 (centres undefined) | 19 | 4 | -7 | 0.3 | 14 | -8 | -11 | 3 | -0.3

A portion from further up, for reference:
SMILES | eLon inh | MT1-MMP act inh | bovine MsrA act | MsrA inhibitor | CendR NRP1 mod | PABP1 MLLE inh | FAS TE block | SKN-1 inh | Tb MetRS inh
CC1=C(C(=O)NC(C)C)C2(CCC(C)CC2)OC1=O (centres undefined) | -5 | 3 | 0 | 0.3 | 1 | -10 | -3 | 4 | -0.4
Cn1cccc1/C=N/NC(=O)c1ccncc1 | -9 | 1 | -3 | 2.9 | 6 | 1 | -4 | 1 | -0.2
CCNC(=O)COC(=O)Cc1ccc(Cl)cc1Cl | -2 | 4 | -2 | 1.9 | -6 | -9 | -3 | 9 | 0.8

Look-ups from the results shown:
`CCCCC(=O)N(C)c1c(C)nc2ccc(C(=O)Nc3cccc(OC)c3)cn12` | Tb MetRS inh: -0.2
`CCCN1C(=O)C2(C(C(=O)c3ccc(C)o3)=C(O)C(=O)N2CCCN2CCOCC2)c2ccccc21` (centres undefined) | MT1-MMP act inh: 3

Other records.
SMILES | eLon inh | MT1-MMP act inh | bovine MsrA act | MsrA inhibitor | CendR NRP1 mod | PABP1 MLLE inh | FAS TE block | SKN-1 inh | Tb MetRS inh
Cc1cc(-c2ccccc2)nc(SCc2ccc(C(=O)O)o2)n1 | -11 | -2 | -2 | -1.0 | -1 | 28 | -2 | 15 | -1.3
O=C1CCCC2=C1C(c1cccs1)CC(=O)N2c1ccc(F)cc1 (centres undefined) | 4 | 1 | -7 | 0.8 | 3 | 5 | -1 | -8 | -0.7
Cc1nn(C)c(C)c1NS(=O)(=O)c1cccc(Br)c1 | 7 | 3 | -2 | 0.5 | 2 | 9 | -5 | 2 | -0.5
Cc1ccccc1S(=O)(=O)NNC(=O)C(=O)NNc1ccccn1 | -3 | 7 | 5 | 2.0 | -7 | 3 | -7 | 1 | -0.3
Cc1cccn2c(=O)c(C(=O)NC3CC(C)CC(C)(C)C3)c(O)nc12 (centres undefined) | 10 | -20 | 0 | -1.3 | 6 | 11 | 14 | 8 | -0.2
COc1cc(C(=O)NNC(=O)c2cccn2C)cc(OC)c1OC | 2 | -3 | -1 | -1.0 | 1 | -13 | -9 | 9 | -0.1
O=C(NCCO)c1cccc(Cl)c1 | 14 | 0 | 0 | 0.3 | 7 | 8 | -5 | 6 | -0.6
CCc1sc(C(=O)Nc2cccnc2)cc1Br | 6 | 2 | -4 | -0.3 | 3 | 9 | 3 | 13 | -0.1
CCOC(=O)N1CCN(S(=O)(=O)c2cc(OCC(=O)NC3CCCCC3)c(C)cc2Cl)CC1 | -2 | -2 | 2 | -0.1 | 15 | 4 | 32 | 17 | 0.6
COc1ccc(S(=O)(=O)N2CCC(C(=O)NCCC(=O)Nc3cccc(OC)c3)CC2)cc1 | 1 | 4 | -4 | 0.0 | 6 | 15 | 0 | 10 | -0.7
C[C@H](NC(=O)c1ncn2c1C(=O)N[C@@H](C)C2)C(=O)OC(C)(C)C | -7 | -1 | -2 | 1.9 | 8 | -4 | -8 | 12 | -1.5
CC(C)(C)OC(=O)C[C@@H]1C/C=C\C[C@@H](CC(=O)N(CCO)Cc2ccccc2)C(=O)N2CCC[C@H]2COC1=O | -6 | -2 | -1 | -0.6 | -5 | -1 | -9 | 3 | 0.3
CC(C)(C)c1ccc(S(=O)(=O)NCCN2CCOCC2)cc1 | -2 | -1 | -1 | -0.9 | -7 | 8 | -4 | 27 | -0.3
O=C(NC1CCCCC1)C(c1ccc(C(F)(F)F)cc1)n1c(=O)c(-c2cc3ccccc3[nH]2)nc2ccccc21 (centres undefined) | x | -22 | x | 0.2 | 3 | x | x | 24 | -0.6
COc1cc(C)nc(N2CCCC(C(=O)NCC(C)C)C2)n1 (centres undefined) | -5 | 0 | -9 | -1.0 | 8 | 0 | -2 | -19 | -1.6
COc1ccc(NC(=O)c2cc(S(=O)(=O)N3CCOCC3)cn2C)c(OC)c1 | 1 | 4 | 0 | 0.1 | 0 | 11 | -6 | -7 | 0.2
COc1ccc(NC(=O)[C@@H]2CC=C[C@@H]3CCN(Cc4ccccc4)C(=O)[C@@H]32)cc1 | 5 | 8 | -1 | -1.0 | -13 | -5 | -4 | 1 | -0.3
Cc1ccc(NC(=O)c2sc3ncn(CC(=O)N4CCN(c5ccccn5)CC4)c(=O)c3c2C)cc1Cl | 3 | 7 | -3 | 0.0 | 5 | -3 | 9 | 4 | 0.0
O=C(c1ccco1)N1CCN(C(=O)c2ccc(CS(=O)c3ccc(Cl)cc3)o2)CC1 (centres undefined) | -5 | 3 | -2 | 0.4 | 0 | 1 | 2 | -10 | 0.7
CSc1nc(N)n2nc(C)cc2n1 | -3 | 0 | -4 | 0.1 | 16 | 7 | -6 | 8 | -0.5
Cc1ccc(NC(=O)CCc2c(C)nn(-c3ccc(N4CCCCC4)nn3)c2C)cc1F | 15 | x | -10 | 1.7 | 3 | -6 | 8 | 8 | -1.1
Cc1ccc(CN(Cc2cc3cccc(C)c3[nH]c2=O)C(=O)N(C)C)cc1 | -10 | -1 | -2 | -0.2 | 3 | 1 | -1 | 10 | -0.5
COc1ccc(-c2csc(NC(=O)CSc3nc(SC)ns3)n2)cc1 | 7 | 2 | -6 | 1.6 | 6 | 10 | 22 | 5 | -0.2
CC(=O)SC(C)CC(=O)Nc1ccccc1 (centres undefined) | 4 | 0 | -1 | -0.1 | -5 | 1 | -4 | -2 | 0.3
COc1ccc(-c2cn(CC[C@@H]3CC[C@H](NC(=O)Cc4ccccn4)[C@@H](CO)O3)nn2)cc1 | x | x | x | 0.7 | -11 | x | x | 12 | 0.0
Cc1nn(C)c(-c2n[nH]c(=S)n2-c2ccccc2)c1Cl | 2 | 2 | 7 | 0.0 | 0 | -34 | -8 | 0 | 0.5
COc1ccc(NC(=O)c2ccccc2NS(=O)(=O)c2ccc(C)cc2)c([N+](=O)[O-])c1 | -15 | 1 | -3 | 1.1 | 1 | 6 | 17 | 10 | -0.3
CCN1CCN(CC(O)COCC2COc3ccccc3O2)CC1 (centres undefined) | 3 | -1 | -3 | 0.1 | -3 | -1 | -4 | 3 | -0.5
CCOc1cc(C2NC(=O)N(C)C(C)=C2C(=O)OC)cc(Br)c1O (centres undefined) | -25 | -14 | -2 | 0.1 | -16 | -34 | -6 | -16 | -0.7
COC(=O)C1=C(C(=O)OC)[C@@H]2N(C)c3ccccc3[C@@]23C[C@@H](CO)N(C(=O)NCCBr)C3=N1 | 2 | -2 | -4 | -0.7 | 16 | 0 | 52* | 15 | -0.4
CCNC(=O)C1(C)CCN(Cc2ccc(C#N)cc2)C1 (centres undefined) | -4 | -1 | -6 | 0.9 | -2 | 2 | -9 | 16 | -0.3
COc1ccc(S(=O)(=O)n2nc(OC(=O)c3ccncc3)cc2N)cc1 | -10 | 7 | -7 | 1.5 | 6 | 13 | 3 | 8 | -0.3
CCOC(=O)C1CCN(C(=O)COC(=O)c2ccc3[nH]c4c(c3c2)CCCC4)CC1 | -3 | 5 | 1 | 0.1 | -1 | -22 | 6 | -1 | -0.7
COc1ccccc1C(=O)NC(=O)CSc1cccc[n+]1[O-] | -5 | 3 | -3 | 0.7 | -5 | 20 | -1 | -2 | -0.3
CCC(OC(=O)C(NC(=O)c1ccccc1)c1ccccc1)C(=O)Nc1cc(C)on1 (centres undefined) | 1 | 1 | -3 | -0.6 | -8 | -3 | -1 | 4 | -0.5
CC(=O)c1c(CC(=O)O)[nH]n(-c2nc3ccccc3s2)c1=O | -11 | 8 | -1 | 0.8 | -23 | -8 | -8 | 4 | -2.4
COc1cc(C(=O)Nc2ccc(NC(=O)c3cccc(Cl)c3)nc2)cc(OC)c1OC | -2 | 7 | -1 | -2.4 | 8 | 0 | 12 | 16 | -0.8
CC(C)(C)C(=O)Nc1sc2c(c1-c1nc3ccccc3[nH]1)CCCC2 | 3 | -7 | -12 | 0.9 | 3 | -7 | 2 | 2 | -0.6
C/C(=N/Nc1ncc(Br)cn1)c1ccc(Br)cc1 | 10 | 1 | -4 | 1.1 | -10 | -7 | 3 | 16 | -1.7
CCOc1ccccc1OCCNC1CCCC1 | 7 | -5 | -10 | -1.4 | 4 | 7 | -10 | 12 | -0.5
Cc1cccc(NC(=O)N2CCCC2C(=O)NCc2ccccc2)c1 (centres undefined) | 1 | -2 | -1 | 0.6 | -14 | -3 | -7 | 6 | -0.1
Cc1ccc(NC(=O)CC2C(=O)OCC3CCCCN32)cc1Cl (centres undefined) | -3 | 1 | -8 | 0.5 | -9 | -8 | -6 | -3 | -1.0
O=C(CSc1nc(-c2ccccc2)cc(=O)[nH]1)Nc1ccccc1F | -7 | 3 | 0 | 1.3 | 12 | -6 | -2 | -1 | 0.3
